# High-throughput results as filed in PubChem BioAssay.
# Rin1 Abl inh = human Rin1-Abl interaction inhibition; P00519+Q13671; TR-FRET Rin1/Abl binding, biochemical; inhibition, % at 7.35 µM; 0.4% of 360,000 active; AID 588664; in the data active means inhibition above about 5%, passing the limit was not always enough
# CSN inh = CSN deneddylation inhibition. inhibition, % at 12.5 µM. Q92905. Purified CSN, SCF-Nedd8-OG deneddylation, fluorescence polarization. 0.38% of 360,000 active. AID 651999;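 active means pattern-corrected inhibition above about 35%, with an unprinted fluorescence ratio check between 0.5 and 1.5, limit read from the data, passing the limit was not always enough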;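 further: 0% = enzyme with substrate and 100% = substrate without enzyme; some results filed as inactive read as strong as hits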
#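 Material: purified human Csn5 enzyme expressed in HEK293T cells / Medium: Tris buffer pH 7.5, NaCl, DTT, Tween-20, trehalose, ovalbumin / Compound dosing: 12.5 µM single point / Schedule: 90 min incubation of compound, enzyme and substrate at room temperature / Signal: fluorescence polarization of the substrate / Control set: no-enzyme wells high, enzyme-with-substrate wells low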
# STEP inh = inhibitors of human striatal-enriched phosphatase STEP; 0.25% of 360,000 active; AID 588621; inhibition, % at 20 µM; recombinant STEP, OMFP fluorogenic substrate, fluorescence;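 active means inhibition at 20 µM, scaled per plate between control wells, above about 37%, limit read from the data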;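 further: 0% = DMSO with enzyme and substrate and 100% = substrate only without enzyme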
#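 Test system: STEP tyrosine phosphatase / Reagent: OMFP at 25 µM / Doses: 20 µM, 1% DMSO / Read-out: percent inhibition scaled to no-enzyme and uninhibited-enzyme controls, plate-pattern corrected / Detection: FITC-channel fluorescence of OMFP product / Medium: Bis-Tris buffer pH 6.0, 2.5 mM DTT, 0.005% Tween 20 / Schedule: 20 min at room temperature, dark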
# Scp-1 inhibitor = blocks human Scp-1 phosphatase activity; Q9GZU7; Recombinant Scp1, phosphopeptide, malachite green phosphate absorbance; inhibition, % at 20 µM; 0.88% of 340,000 active; AID 493091;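 active means inhibition above about 50% at 20 µM, limit read from the data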;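 further: plate controls were DMSO wells with enzyme for no effect and wells lacking enzyme for full effect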
#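 Test system: SCP-1 phosphatase catalytic domain, residues 76-261; measured by: colorimetric phosphate reagent with accelerator and stabiliser, absorbance at 630 nm; timing: enzyme reaction 45 min at room temperature, colour 5 min, stabilisation 30 min; also added: Phosphorylated 17-residue peptide substrate; compound dosing: one concentration, 20 µM, with 1.0% DMSO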
# Rpn11 block = inhibitors of human proteasome Rpn11 | O00487 | human 26S proteasome, Ub4-pepOG fluorescence polarization; 20S core pre-blocked with epoxomicin | calls only at 20 µM | 0.59% of 360,000 active | AID 588493;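 active means inhibition at 20 µM, scaled to each plate's controls, above about 33%, limit read from the data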
# LMPTP inh = blocks human LMPTP phosphatase | P24666 | recombinant LMPTP-A, OMFP fluorogenic substrate, fluorescence intensity | inhibition, % at 20 µM | 0.22% of 360,000 active | AID 651560;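 active means compounds that cut the enzyme signal by at least half of the control window in the single-dose screen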;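 further: plate controls were DMSO wells with enzyme plus substrate for no effect and substrate without enzyme for full effect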
#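 material = LMPTP-A | quantity = 0.625 nM enzyme | reagent = OMFP substrate, 400 µM final | buffer or medium = Bis-Tris pH 6.0, DTT, detergent | detection = endpoint fluorescence intensity from OMFP dephosphorylation | dosing = single 20 µM dose | read-out basis = % inhibition relative to no-enzyme and uninhibited control wells | control set = no-enzyme and uninhibited controls | timing = 50 min at room temperature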
# NadD inh = NadD (S. aureus) enzyme inhibition; inhibition, % at 20 µM; AID 602399; purified NadD enzyme, colorimetric absorbance read-out; 0.78% of 360,000 active; in the data active means inhibition above about 26%; further: some compounds past the cut are filed as inactive
# SUMO1-SIM PPI = alters human SUMO1 binding to SIM partners | 0.33% of 360,000 active | SUMO1 binding to a labelled peptide, TR-FRET, 1 h | AID 602429 | inhibition, % at 20 µM; in the data active means inhibition above about 37%
# DNMT1 block = inhibitors of human DNMT1. P26358. DNMT1 molecular beacon, Hinp1I cleavage, fluorescence. inhibition (reported as % activation of signal), % at 10 µM. 0.83% of 360,000 active. AID 588458; in the data active means inhibition above about 50%
# Target sequence (P26358 504-1616 limits assumed): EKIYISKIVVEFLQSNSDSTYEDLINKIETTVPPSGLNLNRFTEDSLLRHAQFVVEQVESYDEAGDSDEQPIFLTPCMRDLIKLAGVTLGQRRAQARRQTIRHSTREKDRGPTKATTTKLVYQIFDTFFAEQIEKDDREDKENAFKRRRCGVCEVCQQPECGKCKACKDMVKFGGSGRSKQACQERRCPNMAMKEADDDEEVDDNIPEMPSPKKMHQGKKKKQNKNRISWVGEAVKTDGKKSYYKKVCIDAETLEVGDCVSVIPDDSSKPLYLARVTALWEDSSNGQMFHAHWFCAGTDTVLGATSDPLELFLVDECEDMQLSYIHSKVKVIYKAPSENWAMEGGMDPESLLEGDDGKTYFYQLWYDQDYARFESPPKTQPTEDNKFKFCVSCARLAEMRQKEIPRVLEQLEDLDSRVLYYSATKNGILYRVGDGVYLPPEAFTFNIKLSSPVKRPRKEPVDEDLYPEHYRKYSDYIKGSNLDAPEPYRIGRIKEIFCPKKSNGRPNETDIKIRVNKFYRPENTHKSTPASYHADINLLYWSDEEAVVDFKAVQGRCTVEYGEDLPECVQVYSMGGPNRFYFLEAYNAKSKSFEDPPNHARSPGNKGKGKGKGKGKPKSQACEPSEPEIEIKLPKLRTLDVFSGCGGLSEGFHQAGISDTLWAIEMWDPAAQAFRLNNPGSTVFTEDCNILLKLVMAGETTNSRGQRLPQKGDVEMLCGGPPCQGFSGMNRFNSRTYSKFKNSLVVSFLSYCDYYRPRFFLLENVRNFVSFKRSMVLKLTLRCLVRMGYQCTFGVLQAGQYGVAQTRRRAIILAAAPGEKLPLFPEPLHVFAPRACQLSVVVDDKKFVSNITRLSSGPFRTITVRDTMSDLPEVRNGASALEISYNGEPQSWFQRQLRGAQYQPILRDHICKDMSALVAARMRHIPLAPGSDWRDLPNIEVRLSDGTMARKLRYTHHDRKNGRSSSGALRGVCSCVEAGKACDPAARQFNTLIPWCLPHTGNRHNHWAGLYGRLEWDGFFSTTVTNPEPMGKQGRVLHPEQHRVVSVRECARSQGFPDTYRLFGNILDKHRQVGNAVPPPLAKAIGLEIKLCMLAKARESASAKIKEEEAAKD
# Neddyl block = blocks human cullin neddylation. P61081+Q13564. TR-FRET cullin neddylation, biochemical. calls only at 25 µM. 0.58% of 360,000 active; in the data active means inhibition above about 36%
# Active calls of the source: *; i = inactive; / = no result given. Rows are unselected (roughly 3.8% active in at least one column).
SMILES,Rin1 Abl inh,CSN inh,STEP inh,Scp-1 inhibitor,Rpn11 block,LMPTP inh,NadD inh,SUMO1-SIM PPI,DNMT1 block,Neddyl block
Cc1cccc(CN2C[C@]34C=C[C@@H](C[C@@H]3S2(=O)=O)O4)c1,6,-2,0,-7,i,-1.4,-4,3,3,i
Cc1cc(C)cc(Cn2c3ccc(NC(=S)NCc4ccccc4F)cc3c(=O)n2C)c1,-4,1,8,/,i,2.9,6,-1,-5,i
COc1ccc(C(=O)N2CCC(C)(C(=O)NS(=O)(=O)C3CC3)C2)cc1F (stereo not drawn),-3,2,1,/,i,-2.6,-6,-7,-2,i
CCOP(=O)(OCC)c1nc(-c2ccc(Cl)cc2Cl)oc1N1CCOCC1,-2,-2,-1,-13,i,1.9,1,2,-3,i
COc1cc(C(=O)O)cc(Br)c1OC1CCCC1,2,-6,2,-9,i,-1.6,4,-2,10,i
CCCCOc1ccc(C(=O)NCC(=O)NNC(=O)C2COc3ccccc3O2)cc1 (stereo not drawn),2,-3,1,6,i,0.4,-1,8,4,i
CNc1ccc(-c2ccccc2OC)cn1,2,-3,-3,/,i,6.0,2,2,6,/
Cc1ccccc1S(=O)(=O)NCc1ccc(N2CCN(C)CC2)cc1,2,2,-3,-8,i,1.6,-12,0,-6,i
Cc1ccc(N=C(NO)c2nonc2N)cc1,-1,2,-4,-6,i,-2.6,-3,-1,-1,i
O=C(NCCNC(=O)c1ccccn1)c1ccc(Cl)cc1,-1,2,0,0,i,0.1,3,3,1,i
O=C(NCc1ccc2c(c1)OCO2)c1cccc(S(=O)(=O)N2CCCCC2)c1,-2,-1,3,-11,i,0.1,-7,-4,2,i
COc1cc(Cl)c(NC2=CC(=O)C(=O)c3ccccc32)c(OC)c1,-5,8,7,-5,i,5.9,20,10,27,i
O=C(Nc1ccnn1C1CCN(Cc2ccccc2)CC1)C1CCCC1,2,5,-4,-5,i,-0.2,2,-7,-1,i
Cc1ccc(CC(=O)Nc2ccc([N+](=O)[O-])cc2C)cc1,1,7,-2,-4,i,-0.3,3,-10,-2,i
CN(C(=O)c1ccc2c(c1)OCO2)C1(C(=O)NC2CCCCC2)CCCCC1,1,-1,0,3,i,-0.6,-3,0,28,i
CC(C)c1ccc(NC(=O)COC(=O)/C=C/c2cccc([N+](=O)[O-])c2)cc1,2,-5,0,0,i,-0.1,0,-1,2,i
Cc1ccc(CN2CCCC2(C)C(=O)NC(C)C)cc1 (stereo not drawn),4,3,-1,/,i,-0.3,-4,2,0,i
COc1cc2c(c(OC)c1OC)C(=O)CO2,1,10,-2,-3,i,0.7,0,5,1,i
O=C(CCCN1C(=O)/C(=C/c2ccccc2)SC1=S)N1CCOCC1,0,2,0,4,i,0.6,-3,-32,1,i
COCc1cccc(-c2csc(C(NC(C)=O)c3cccc(F)c3)n2)c1 (stereo not drawn),-2,-3,-3,/,i,0.5,-1,-1,0,i
Cn1cccc1/C=C1\SC(=S)N(Nc2ccccc2)C1=O,-4,34,-2,-38,/,9.0,-8,-41,-1,i
C#CCN(C[C@@H]1[C@@H](OC(=O)NCc2ccccc2F)[C@@H](OC(=O)NCc2ccccc2F)Cn2c(=O)ccc(=O)n21)S(=O)(=O)c1ccc(C)cc1,0,7,0,/,i,3.3,7,8,-6,i
COc1cc(C(=O)N2CCN(c3cccc(C)c3C)CC2)cc(OC)c1OC,2,-2,-1,-8,i,-0.1,-2,-2,1,i
CCN(CC(=O)Nc1ccc(OC)c(OC)c1)CC(=O)Nc1ccccc1C(F)(F)F,1,0,-2,-9,i,-1.6,0,2,-4,i
COc1ccc(OC)c(NC(=O)c2ccc3c(c2)OCO3)c1,1,0,2,-9,i,-0.4,-2,1,-1,i
Cc1cccc(C(=O)NC2CCN(S(=O)(=O)c3ccccc3F)CC2)c1,0,3,-2,-1,i,-0.6,-3,3,-2,i
Cc1nc(N2CCN(Cc3ccc(Cl)cc3)CC2)c2oc3ccccc3c2n1,1,-5,1,-6,i,2.8,-1,3,1,i
Cn1nc(C(=O)NNC(=O)c2ccc(Cl)cc2)ccc1=O,-2,0,-1,-3,i,-2.0,-8,-6,-1,i
Cc1ccc(C(C(=O)NC2CCCCC2)N(Cc2ccccc2)C(=O)Cc2c[nH]c3ccccc23)o1 (stereo not drawn),0,1,0,-10,i,3.9,6,7,-11,i
CC(C)N(CCc1ccncc1)C(=O)Nc1ccc(Cl)c(Cl)c1,0,9,3,-3,i,-1.9,0,3,0,i
CCOC(=O)/C(C#N)=C/Nc1ccccc1NS(=O)(=O)c1cccc(C(C)=O)c1,1,3,1,-4,i,0.8,-3,9,1,i
CCCCCOC(=O)C1C(c2ccccc2)C(C(=O)O)C1c1ccccc1 (stereo not drawn),4,-12,2,-10,i,-1.2,5,2,1,i
CCCc1nnc(SCC(=O)N2CCCC(C)C2)n1CCOC (stereo not drawn),1,2,1,1,i,-0.7,-4,-1,2,i
COCC(C)NC(=O)CCS(=O)(=O)c1nc(-c2ccc(OC)cc2)cc(C(F)(F)F)n1 (stereo not drawn),3,4,2,-4,i,-1.0,-2,1,-2,i
COc1ccc([C@H]2CC(=O)C=C(c3ccc(Cl)c(F)c3)C2)cc1,-1,3,3,-7,i,2.6,-5,-16,-1,i
Cc1ccccc1C(=O)Nc1ccc(Br)c(C)n1,0,0,-3,-9,i,1.6,2,0,1,i
C=C[C@@H]1c2c(F)cccc2N(S(=O)(=O)c2ccc(C)cc2)[C@H](c2ccc(OC(C)=O)cc2)C1(C#N)C#N,-1,4,2,-11,i,-0.4,9,4,1,i
Cc1cc2c(N=O)c(NO)ccc2[nH]1,12*,-2,0,-14,i,0.5,9,-25,-5,i
CCN1CC(CN(C)Cc2nc(COc3ccccc3)no2)CC1=O (stereo not drawn),-1,-2,4,-8,i,0.1,0,0,1,i
O=C(COc1ccc(Br)cc1)Nc1ccc(N2CCOCC2)cc1N1CCOCC1,0,15,1,0,i,-0.1,1,25,55*,i
Cc1ccc(SCC(=O)Nc2ccc(S(=O)(=O)Nc3nccs3)cc2)cc1,-2,8,4,-6,i,4.3,-2,13,9,i
Cc1nn(C(C)C(=O)N2CCc3ccccc3C2)c(=O)c2cc3occc3n12 (stereo not drawn),-2,6,-4,-12,i,15,1,1,-2,i
COc1ccccc1NC(=O)c1cccnc1,0,-1,-1,1,i,-0.8,1,-1,0,i
CN(C)S(=O)(=O)Oc1ccsc1C(=O)Nc1ccc(C(F)(F)F)cc1,4,-5,-2,-13,i,2.1,-6,0,3,i
Cc1noc(C)c1S(=O)(=O)Nc1ccc2c(c1)C(=O)N([C@H](C)CO)C[C@H](C)[C@@H](CN(C)S(=O)(=O)c1ccc(F)cc1)O2,1,-1,2,43,i,-0.8,4,0,5,i
COC(=O)COc1cccc2c(=O)n(CC(=O)NCc3ccc(F)cc3)ccc12,2,1,-1,-4,i,-1.5,-6,0,5,i
Cc1ccc(S(=O)(=O)N2CCN(Cc3ccccc3)CC2)cc1,-5,0,-1,-13,i,0.6,-5,1,2,i
NC(=O)c1cccc(S(=O)(=O)N2CCCCC2)c1,-1,-1,-1,-6,i,1.4,-1,1,2,i
CC(C)CCNC(=O)c1onc(CSc2ccc(F)c(F)c2)c1C(=O)NCCC(C)C,3,4,1,-8,i,2.2,7,3,-9,i
Cc1ccc([N+](=O)[O-])cc1S(=O)(=O)Nc1ccc(OCC(=O)N2CCOCC2)cc1,2,-2,1,6,i,-0.1,-2,-23,7,i
CC1CCCN(C(=O)C2CCN(S(=O)(=O)c3ccccc3)CC2)C1 (stereo not drawn),5,4,-2,-5,i,0.5,-4,2,-2,i

# A run of entries from the list above:
SMILES,Rin1 Abl inh,CSN inh,STEP inh,Scp-1 inhibitor,Rpn11 block,LMPTP inh,NadD inh,SUMO1-SIM PPI,DNMT1 block,Neddyl block
Cc1ccccc1C(=O)Nc1ccc(Br)c(C)n1,0,0,-3,-9,i,1.6,2,0,1,i
C=C[C@@H]1c2c(F)cccc2N(S(=O)(=O)c2ccc(C)cc2)[C@H](c2ccc(OC(C)=O)cc2)C1(C#N)C#N,-1,4,2,-11,i,-0.4,9,4,1,i
Cc1cc2c(N=O)c(NO)ccc2[nH]1,12*,-2,0,-14,i,0.5,9,-25,-5,i
CCN1CC(CN(C)Cc2nc(COc3ccccc3)no2)CC1=O (stereo not drawn),-1,-2,4,-8,i,0.1,0,0,1,i
O=C(COc1ccc(Br)cc1)Nc1ccc(N2CCOCC2)cc1N1CCOCC1,0,15,1,0,i,-0.1,1,25,55*,i
Cc1ccc(SCC(=O)Nc2ccc(S(=O)(=O)Nc3nccs3)cc2)cc1,-2,8,4,-6,i,4.3,-2,13,9,i
Cc1nn(C(C)C(=O)N2CCc3ccccc3C2)c(=O)c2cc3occc3n12 (stereo not drawn),-2,6,-4,-12,i,15,1,1,-2,i
COc1ccccc1NC(=O)c1cccnc1,0,-1,-1,1,i,-0.8,1,-1,0,i
CN(C)S(=O)(=O)Oc1ccsc1C(=O)Nc1ccc(C(F)(F)F)cc1,4,-5,-2,-13,i,2.1,-6,0,3,i
Cc1noc(C)c1S(=O)(=O)Nc1ccc2c(c1)C(=O)N([C@H](C)CO)C[C@H](C)[C@@H](CN(C)S(=O)(=O)c1ccc(F)cc1)O2,1,-1,2,43,i,-0.8,4,0,5,i
COC(=O)COc1cccc2c(=O)n(CC(=O)NCc3ccc(F)cc3)ccc12,2,1,-1,-4,i,-1.5,-6,0,5,i
Cc1ccc(S(=O)(=O)N2CCN(Cc3ccccc3)CC2)cc1,-5,0,-1,-13,i,0.6,-5,1,2,i
NC(=O)c1cccc(S(=O)(=O)N2CCCCC2)c1,-1,-1,-1,-6,i,1.4,-1,1,2,i
CC(C)CCNC(=O)c1onc(CSc2ccc(F)c(F)c2)c1C(=O)NCCC(C)C,3,4,1,-8,i,2.2,7,3,-9,i
Cc1ccc([N+](=O)[O-])cc1S(=O)(=O)Nc1ccc(OCC(=O)N2CCOCC2)cc1,2,-2,1,6,i,-0.1,-2,-23,7,i
CC1CCCN(C(=O)C2CCN(S(=O)(=O)c3ccccc3)CC2)C1 (stereo not drawn),5,4,-2,-5,i,0.5,-4,2,-2,i
